AHR activator: activates the human aryl hydrocarbon receptor | AHR-responsive luciferase reporter cells, luminescence | activation, % at 5 µM | actives 2.5% (n = 320,000) | AID 2796; in the data active means activation above about 47%;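 further: 0% = vehicle wells and 100% = reference agonist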
core dimer inh: blocks dimerization of HCV core protein; AID 1899; inhibition, % at 5 µM; TR-FRET GST/Flag-core106 dimerization, 1536-well; actives 0.33% (n = 300,000);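 active means inhibition above the mean of all tested compounds plus 3 SD, set per screening campaign, cut at about 45% in these data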
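System: GST-tagged and Flag-tagged HCV core protein residues 1-106 / Input: core106 proteins, GST 13.5 nM and Flag 17 nM / Buffer or medium: KF-containing HEPES buffer, pH 7.45, DTT, CHAPS, BSA / Probe or stimulus: Eu-anti-GST and XL665-anti-Flag labelled anti-tag antibodies / Schedule: 4 h, 22.5 °C incubation / Technique: TR-FRET 671 and 617 nm emission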
CTSL1 counter: cathepsin L1 inhibition, PFM18AAP counter-screen; recombinant F. hepatica cathepsin L1, Z-Leu-Arg-MCA fluorescence; inhibition, % at 5.96 µM; actives 0.49% (n = 300,000);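 active means inhibition above the mean of all tested compounds plus 3 SD, set per screening campaign, cut at about 17% in these data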;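 further: 0% = plate median of test compound wells and 100% = 1 µM Z-Phe-Ala-diazomethylketone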
proCasp3 act: procaspase-3 (human) activation; AID 463141; actives 0.11% (n = 330,000); activation, % at 8.5 µM; recombinant procaspase-3 D3A, Ac-DEVD-pNA absorbance 405 nm; P42574;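 active means activation above the mean of all tested compounds plus 3 SD, cut at about 21% in these data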;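 further: 0% = DMSO alone and 100% = DMSO wells spiked with extra 5 µM PC-3 D3A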
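Assay system: Autoprocessing-dead procaspase-3 D3A mutant enzyme; also added: Ac-DEVD-pNA; doses: one concentration, 8.5 µM nominal, 0.8% DMSO; times: 1 h compound preincubation, 2 h substrate hydrolysis at 25 °C; technique: 405 nm absorbance of p-nitroaniline, reads at 0 and 120 min; measure: % activation between DMSO and enzyme-spiked controls; repeats: single replicate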
proCasp7 act: counter-screen: procaspase-7 (human) activation; recombinant procaspase-7, Ac-DEVD-pNA absorbance 405 nm; D23A/D198A/D206A triple mutant, cannot self-cleave; scale: DMSO 0, 5 µM enzyme 100; actives 0.093% (n = 330,000); activation, % at 8.5 µM; AID 463210; P55210;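 active means percent activation above the screen-wide mean plus 3 SD, cut at about 25% in these data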
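Material: Procaspase-7 triple mutant (PC-7 D3A) | Quantity: 2 µM procaspase-7 mutant as dispensed | Reagent: DEVD-pNA substrate | Times: 1 h preincubation, 2 h reaction | Technique: 405 nm absorbance of p-nitroaniline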
TPT1 inh: C. albicans TPT1 enzyme inhibition. actives 0.81% (n = 300,000). inhibition, % at 5 µM. recombinant caTPT1, FP RNA substrate dephosphorylation;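 active means inhibition above the mean of all tested compounds plus 3 SD, set per screening campaign, cut at about 24% in these data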;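 further: plate controls were DMSO alone for no effect and ferristatin control at 100 nM for full effect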
PP5 primary: PP5 (human) phosphatase inhibition; inhibition, % at 6.7 µM; AID 1987; purified PP5c, OMFP substrate fluorescence; P53041; actives 0.18% (n = 320,000);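 active means inhibition above the campaign's mean inhibition across all tested compounds plus 3 SD, cut at about 9.5% in these data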;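 further: 0% = DMSO only and 100% = 100 µM cantharidin control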
Target sequence (P53041 whole entry, looked up): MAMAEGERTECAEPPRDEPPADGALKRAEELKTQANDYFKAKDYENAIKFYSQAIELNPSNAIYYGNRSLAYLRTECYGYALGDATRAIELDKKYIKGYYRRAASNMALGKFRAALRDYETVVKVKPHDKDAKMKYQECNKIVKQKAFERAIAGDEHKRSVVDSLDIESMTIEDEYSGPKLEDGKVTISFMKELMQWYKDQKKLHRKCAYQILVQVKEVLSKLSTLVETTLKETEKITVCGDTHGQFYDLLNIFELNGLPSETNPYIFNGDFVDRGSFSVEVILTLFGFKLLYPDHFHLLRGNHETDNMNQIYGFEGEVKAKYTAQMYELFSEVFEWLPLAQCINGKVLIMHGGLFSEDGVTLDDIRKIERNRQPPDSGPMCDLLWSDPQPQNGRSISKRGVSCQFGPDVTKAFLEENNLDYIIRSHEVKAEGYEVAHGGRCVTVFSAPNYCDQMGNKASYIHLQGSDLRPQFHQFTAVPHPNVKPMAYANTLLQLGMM
PP1 counter: PP1-alpha (human) inhibition in PP5 counter-screen; P62136; actives 0.9% (n = 320,000); inhibition, % at 6.7 µM; purified PP1alpha, OMFP fluorescence;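 active means inhibition above the mean inhibition of all tested compounds plus 3 SD, computed separately for each screening campaign, cut at about 15% in these data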
Target sequence (P62136 whole entry, looked up): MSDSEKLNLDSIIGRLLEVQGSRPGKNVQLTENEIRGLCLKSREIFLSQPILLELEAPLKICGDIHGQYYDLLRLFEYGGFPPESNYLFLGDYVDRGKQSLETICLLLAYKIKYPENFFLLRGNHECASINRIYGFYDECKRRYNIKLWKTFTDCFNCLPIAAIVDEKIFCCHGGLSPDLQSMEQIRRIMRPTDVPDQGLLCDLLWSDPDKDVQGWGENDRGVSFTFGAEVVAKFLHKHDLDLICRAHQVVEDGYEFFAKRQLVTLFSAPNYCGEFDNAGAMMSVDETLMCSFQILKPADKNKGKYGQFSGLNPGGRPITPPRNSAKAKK
PAFAH2 inh: inhibitors of human PAFAH2; Q99487; recombinant PAFAH2, FP-rhodamine activity probe, fluorescence polarization; inhibition, % at 3.39 µM; actives 0.99% (n = 340,000); AID 492956;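 active means inhibition above the mean over all tested compounds plus 3 SD, cut at about 30% in these data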;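 further: inhibitors block probe labeling of enzyme so polarization drops; 0% = enzyme with DMSO and 100% = wells lacking PAFAH2 protein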
* marks the source's active call; other numbers are inactive results; . = not tested or not shown.

Short keys: A = AHR activator; B = core dimer inh; C = CTSL1 counter; D = proCasp3 act; E = proCasp7 act; F = TPT1 inh; G = PP5 primary; H = PP1 counter; I = PAFAH2 inh
COc1ccc(/C=C/C2=Nc3ccccc3NC(C)(C)C2)cc1OC
  A: 28; B: 1; C: 2; D: 4; E: 3; F: 10; G: 4.2; H: -6; I: 1

Cc1ccc(S(=O)(=O)N2CCOCC2)cc1C(=O)Nc1ccc(C(N)=O)cc1
  A: -1; B: -5; C: -1; D: -5; E: 2; F: -1; G: -2.0; H: -4; I: -4

Nc1nc(-c2ccccc2)c(N=Nc2cccc3ccccc23)s1
  A: 70*; B: -13; C: -3; D: -2; E: 6; F: -1; G: 5.8; H: 3; I: -2

C/C(=C\C(=S)Nc1ccccc1)Nc1ccc2ccccc2c1
  A: 39; B: -24; C: 2; D: -10; E: -12; F: 7; G: 1.3; H: 3; I: -3

Cc1cc(N2C(=O)CC(N3CCN(c4ccc(C(=O)c5cccs5)cc4)CC3)C2=O)no1 (configuration not stated)
  A: 6; B: 20; C: 2; D: -15; E: 7; F: -5; G: 0.1; H: 4; I: 2

COc1ccc(N(C(=O)c2snc(C(N)=O)c2N)C(C(=O)NCC2CCCO2)c2ccc3ncccc3c2)cc1OC (configuration not stated)
  A: -1; B: 0; C: 0; D: 8; E: 3; F: -1; G: 0.3; H: -3; I: -11

COc1ccc(Cl)cc1NC(=O)CNc1ccc(F)cc1C
  A: 14; B: -8; C: 3; D: -10; E: -5; F: -2; G: 3.1; H: 0; I: 2

NC(=S)N/N=C/c1ccccc1OC(=O)c1cc2ccccc2oc1=O
  A: 2; B: -2; C: 16; D: 9; E: -9; F: 3; G: -0.3; H: -2; I: 2

CCOC(=O)c1noc(C)c1C(=O)Nc1cccc(F)c1
  A: 9; B: -3; C: -3; D: 1; E: 0; F: 0; G: 2.6; H: 12; I: -2

CC(=O)NNc1nc2ccccc2s1
  A: 20; B: 1; C: 1; D: 0; E: 10; F: -2; G: -0.8; H: -2; I: 3

COc1ccc(-c2cccc(NC(=O)c3ccco3)c2)nn1
  A: 7; B: -1; C: 0; D: 9; E: 9; F: -3; G: 0.1; H: -2; I: 7

CN1CCN(c2nc(-c3ccc(Cl)cc3Cl)nc3ccccc23)CC1
  A: 3; B: 8; C: 2; D: -3; E: 5; F: 1; G: 1.8; H: 3; I: -1

CCOCCCNC(=O)Cn1cnc2c(cnn2-c2ccc(C)c(C)c2)c1=O
  A: 1; B: 5; C: 2; D: 6; E: 0; F: -2; G: 0.5; H: 2; I: 3

CCCCNC(=O)c1cn(C)c2ccc(S(=O)(=O)N3CC(C)CC(C)C3)cc2c1=O (configuration not stated)
  A: -1; B: 0; C: -2; D: 0; E: -2; F: -2; G: -0.7; H: -3; I: 5

CCCCCCCNC(=O)COc1ccc2c(c1)C(=O)CC(C)(C)O2
  A: 10; B: -1; C: 5; D: 8; E: 1; F: 0; G: 0.6; H: 1; I: 0

Two compounds drawn at random from those above:
Short keys: A = AHR activator; B = core dimer inh; C = CTSL1 counter; D = proCasp3 act; E = proCasp7 act; F = TPT1 inh; G = PP5 primary; H = PP1 counter; I = PAFAH2 inh
Cc1cc(N2C(=O)CC(N3CCN(c4ccc(C(=O)c5cccs5)cc4)CC3)C2=O)no1 (configuration not stated)
  A: 6; B: 20; C: 2; D: -15; E: 7; F: -5; G: 0.1; H: 4; I: 2

CCCCCCCNC(=O)COc1ccc2c(c1)C(=O)CC(C)(C)O2
  A: 10; B: -1; C: 5; D: 8; E: 1; F: 0; G: 0.6; H: 1; I: 0

Carrying on.
Short keys: A = AHR activator; B = core dimer inh; C = CTSL1 counter; D = proCasp3 act; E = proCasp7 act; F = TPT1 inh; G = PP5 primary; H = PP1 counter; I = PAFAH2 inh
O=C(NN=C1CCCC1)C1COc2ccccc2O1 (configuration not stated)
  A: 4; B: 2; C: 6; D: -1; E: 6; F: -3; G: 0.5; H: 0; I: 7

COc1ccc(N(C(=O)c2cccnc2)S(=O)(=O)c2ccc3c4c(cccc24)C(=O)N3C)cc1
  A: 0; B: 9; C: 1; D: -6; E: -12; F: -3; G: 0.5; H: -6; I: 3

COc1ccc(S(=O)(=O)N2CCOC2CNC(=O)C(=O)NCc2ccc3c(c2)OCO3)cc1OC (configuration not stated)
  A: 3; B: -1; C: -4; D: -6; E: -4; F: 0; G: 1.3; H: 2; I: -12

Nc1nc(-c2cccs2)c(NC(=O)c2ccccc2)s1
  A: 24; B: -14; C: -1; D: -18; E: -14; F: 1; G: 1.4; H: -2; I: 11

COc1ccc(CNC(=O)c2cc3cccc(OC)c3oc2=N)cc1
  A: 1; B: 4; C: -1; D: -7; E: -1; F: -1; G: -0.2; H: -2; I: -6

CCN1CCN(CCCNC(=O)CCC(=O)N2CCOc3ccccc32)CC1
  A: -2; B: -13; C: 2; D: 2; E: 14; F: 5; G: -1.6; H: 2; I: -9

COc1cccc(C(=S)N2CCOCC2)c1OS(=O)(=O)c1ccc(Cl)cc1
  A: -3; B: 5; C: 0; D: -4; E: -9; F: 3; G: 3.3; H: -1; I: -2

N/C(=N\OC(=O)c1cc(-c2ccccc2)nc2ccccc12)c1ccc(Cl)cc1
  A: -1; B: 3; C: -15; D: -2; E: -7; F: -1; G: -3.0; H: -2; I: -14

CCN1CCN(CCCNC(=O)Cn2cc3c(n2)CCCC3)CC1
  A: 9; B: -1; C: -1; D: -1; E: 6; F: 0; G: 0.6; H: -3; I: 2

CC(OC(=O)CCCc1c[nH]c2ccccc12)C(=O)Nc1ccc(S(N)(=O)=O)cc1 (configuration not stated)
  A: 1; B: 2; C: -27; D: -3; E: -2; F: -2; G: 0.1; H: -5; I: 4

CN(C)Cc1c(-c2ccc(Cl)cc2)nc2ccccn12
  A: 8; B: -1; C: 3; D: 4; E: -1; F: -1; G: -0.1; H: 0; I: 5

NC(=O)C1CCN(C(=O)CNC(=O)c2ccc(F)cc2)CC1
  A: -1; B: .; C: .; D: 5; E: -2; F: .; G: .; H: .; I: 9

O=C(NCCCN1CCCC1=O)c1ccc(NS(=O)(=O)c2ccc(F)cc2)cc1
  A: -1; B: .; C: .; D: 9; E: 9; F: .; G: 0.4; H: 0; I: 8

Oc1ccc(CCNc2ncnc3ccc(Cl)cc23)cc1
  A: -1; B: 6; C: -6; D: -5; E: -5; F: -1; G: -0.8; H: -6; I: -4

CC(=O)c1ccc(NC(=O)COC(=O)Cc2ccsc2)cc1
  A: 0; B: .; C: .; D: 8; E: -10; F: .; G: .; H: .; I: 17

CC(=O)c1cccc(NC(=S)NC(=O)c2ccc(Cl)cc2)c1
  A: 16; B: 2; C: 5; D: 0; E: 5; F: -1; G: 2.3; H: 0; I: -5

O=C1C(=O)N(Cc2ccccc2)C(c2cccc(O)c2)/C1=C(\O)c1ccc2c(c1)OCCO2 (configuration not stated)
  A: 1; B: 13; C: -2; D: -4; E: 16; F: -3; G: 0.0; H: 5; I: 2

CCCOc1ccc(-c2nc(-c3ccc(N)cc3)cs2)cc1
  A: 4; B: -11; C: -2; D: -2; E: 8; F: -4; G: 4.3; H: -3; I: .

C#CCOCCOCCOCCNc1nc(N2CCN(C(=O)Cn3cc(CCCCN)nn3)CC2)nc(N2CCN(C(=O)[C@H](C(C)C)n3cc(CCO)nn3)CC2)n1
  A: -2; B: -2; C: 0; D: -2; E: -5; F: -5; G: 0.9; H: 3; I: 4

O=C(CN1CCN(C/C=C/c2ccccc2)CC1)Nc1ccc(F)cc1F
  A: 0; B: 2; C: -2; D: -1; E: 6; F: 4; G: 3.1; H: 2; I: -1

CCCc1cc2c(=O)c(-c3ccccn3)coc2cc1OC
  A: 0; B: 3; C: -3; D: -4; E: 4; F: -1; G: 0.4; H: 1; I: 0

COc1ccccc1-n1c(=O)[nH]c2c(C(N)=O)nc(C3CCCCC3)nc21
  A: 15; B: -6; C: -1; D: 7; E: 5; F: -1; G: 5.6; H: 3; I: -7

Cc1cc(N2CCN(S(=O)(=O)c3ccc(Cl)cc3)CC2)c2ccccc2n1
  A: 2; B: 9; C: 2; D: 10; E: -1; F: 2; G: 5.5; H: 4; I: 3

N/C(Cc1ccc(Cl)cc1Cl)=N\OC(=O)Cc1ccc(Cl)cc1
  A: 1; B: 1; C: -9; D: 3; E: -8; F: 2; G: 0.7; H: -1; I: 2

CCOC(=O)C1(Cc2ccc(OC)cc2)CCN(C(=O)CN2CCCCC2=O)CC1
  A: 1; B: -2; C: 5; D: 8; E: -8; F: -8; G: 2.1; H: -8; I: .

Cn1c(=NC(=O)C2=NNC(=O)CC2)sc2ccccc21
  A: 2; B: 2; C: 3; D: -2; E: 9; F: 0; G: 2.7; H: -5; I: -5

CC1CN(C)C(c2ccccc2)C(C)C12NC(=O)NC2=O (configuration not stated)
  A: -2; B: -2; C: 9; D: 2; E: 5; F: 0; G: 1.5; H: -4; I: 0

C=C1N(C)c2cc([N+](=O)[O-])c(N)cc2C1(C)C
  A: -1; B: -16; C: 1; D: 0; E: 7; F: -4; G: 0.1; H: 1; I: 5

Cc1cc(C)n(-c2ccc(C(=O)Nc3ccc(S(=O)(=O)NCc4ccco4)cc3)cc2)n1
  A: 34; B: 5; C: 2; D: -3; E: 2; F: -3; G: 1.7; H: 1; I: 2

N#Cc1ccccc1S(=O)(=O)N1CCN(C(=O)[C@H](Cc2ccccc2)NC(=O)c2ccco2)CC1
  A: 2; B: .; C: .; D: 7; E: -9; F: .; G: 1.2; H: 3; I: 5

CCc1nc(N)c(C#N)c(-c2ccc(O)c(OC)c2)c1C
  A: 1; B: -31; C: 1; D: 6; E: -20; F: -3; G: 2.3; H: 1; I: -3

CCC(Sc1nc(C)cc(=O)[nH]1)C(=O)Nc1sc2c(c1C#N)CCCC2 (configuration not stated)
  A: 2; B: 5; C: 2; D: -6; E: 4; F: 2; G: 1.2; H: 3; I: 7

CN1/C(=C\C(=S)NC(=O)c2cccc(Br)c2)C(C)(C)c2ccccc21
  A: 27; B: -25; C: 13; D: -10; E: -28; F: 4; G: 1.2; H: -1; I: -5

O=C(CSc1nc2ccccc2n1CC(=O)N1CCCC1)Nc1ccc2c(c1)OCO2
  A: 7; B: 1; C: 3; D: 8; E: -4; F: 0; G: 5.1; H: 4; I: -12

CN(C(=O)CCc1nnc(Cc2ccc(-c3ccccc3)cc2)o1)C1CCOCC1
  A: -2; B: -61; C: 0; D: 6; E: 3; F: 2; G: -0.9; H: -2; I: -6

Screening results from PubChem BioAssay.
